# pPAFAH inh: inhibitors of human plasma PAF acetylhydrolase (pPAFAH); recombinant pPAFAH, FP-rhodamine probe fluorescence polarization; inhibition, % at 3.39 µM; 330,000 compounds, 1.5% hits; AID 463082;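 active = inhibition above the mean inhibition across the screen plus 3 SD, cut at about 25% in these data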;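 also: inhibitors block binding of the rhodamine activity-based probe so polarization drops; 0% = enzyme with DMSO and 100% = wells lacking pPAFAH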
# PAD4 FP inh: inhibitors of human PAD4. recombinant PAD4, RCA probe fluorescence polarization. 330,000 compounds, 0.41% hits. inhibition, % at 6.36 µM. Q9UM07. AID 485272;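 active = percent inhibition above a cutoff equal to the mean of all tested compounds plus 3 SD, cut at about 15% in these data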;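 also: 0% = PAD4 with RCA probe and DMSO and 100% = probe without PAD4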
# LYPLA1 counter: LYPLA1 (human) inhibition in PME1 counter-screen; O75608; recombinant LYPLA1, FP-Rh probe fluorescence polarization; inhibition, % at 5.9 µM; 320,000 compounds, 0.16% hits; AID 2174;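 active = inhibition above the mean of all tested compounds plus 3 SD, set per campaign, cut at about 14% in these data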;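 also: inhibitors block serine hydrolase probe labeling of LYPLA1 so polarization falls; 0% = enzyme with DMSO and 100% = wells lacking LYPLA1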
# Target sequence (O75608 whole entry, looked up): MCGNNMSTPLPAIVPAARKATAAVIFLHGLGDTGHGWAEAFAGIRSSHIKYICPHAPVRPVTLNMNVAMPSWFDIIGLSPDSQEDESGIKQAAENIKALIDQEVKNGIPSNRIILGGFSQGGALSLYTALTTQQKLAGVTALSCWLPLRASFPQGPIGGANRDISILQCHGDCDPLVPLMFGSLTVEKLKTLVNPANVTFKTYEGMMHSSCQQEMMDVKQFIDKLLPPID
# PAFAH1B2 inh: inhibitors of human PAFAH1B2; P68402; recombinant PAFAH1B2, FP-rhodamine activity probe, fluorescence polarization; inhibition, % at 3.39 µM; 340,000 compounds, 1.2% hits;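 active = inhibition above the mean of all tested compounds plus 3 SD, cut at about 24% in these data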;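 also: 0% = enzyme with DMSO and 100% = wells lacking PAFAH1B2; many of its hits are not listed in these tables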
# PME-1 primary: blocks human protein phosphatase methylesterase 1 | Q9Y570 | recombinant PME-1, FP-Rh probe fluorescence polarization | inhibition, % at 5.9 µM | 320,000 compounds, 0.53% hits;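 active = inhibition above the campaign mean of all compounds plus 3 SD, cut at about 26% in these data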;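 also: competitive labeling of PME-1 active site by serine hydrolase directed probe; 0% = PME-1 with DMSO and 100% = wells lacking PME-1 enzyme; inhibitors block probe labeling so polarization falls and inhibition rises; many of its hits are not listed in these tables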
# Target sequence (Q9Y570 whole entry, looked up): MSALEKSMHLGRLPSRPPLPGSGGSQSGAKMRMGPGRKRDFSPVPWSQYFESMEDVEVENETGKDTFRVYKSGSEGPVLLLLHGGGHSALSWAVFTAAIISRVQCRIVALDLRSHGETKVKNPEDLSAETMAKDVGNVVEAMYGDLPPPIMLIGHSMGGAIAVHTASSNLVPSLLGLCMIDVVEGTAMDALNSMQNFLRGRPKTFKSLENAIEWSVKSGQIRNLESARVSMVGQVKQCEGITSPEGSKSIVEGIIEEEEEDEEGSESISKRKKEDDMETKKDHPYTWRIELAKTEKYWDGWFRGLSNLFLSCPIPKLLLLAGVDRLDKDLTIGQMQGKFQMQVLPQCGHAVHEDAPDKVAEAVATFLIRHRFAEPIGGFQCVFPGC
# PAFAH2 inh: PAFAH2 (human) inhibition. 340,000 compounds, 0.99% hits. inhibition, % at 3.39 µM. Q99487. recombinant PAFAH2, FP-rhodamine activity probe, fluorescence polarization;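 active = inhibition above the mean over all tested compounds plus 3 SD, cut at about 30% in these data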;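 also: inhibitors block probe labeling of enzyme so polarization drops; 0% = enzyme with DMSO and 100% = wells lacking PAFAH2 protein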
# PAFAH1B3 inh: PAFAH1B3 (human) inhibition. 340,000 compounds, 0.28% hits. Q15102. recombinant PAFAH1B3, FP-rhodamine probe, fluorescence polarization. inhibition, % at 3.39 µM;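 active = inhibition above the screen-wide average of all tested compounds plus 3 SD, cut at about 25% in these data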;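 also: 0% = enzyme with DMSO only and 100% = wells lacking PAFAH1B3 protein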
# GSTO1 counter: GSTO1 inhibition, counter-screen for RBBP9 inhibitors; P78417; recombinant GSTO1, activity-based probe fluorescence polarization; inhibition, % at 5.96 µM; 300,000 compounds, 1.1% hits;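 active = inhibition above the campaign mean inhibition plus 3 SD, cut at about 35% in these data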;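 also: 0% = GSTO1-1 with DMSO and 100% = wells lacking GSTO1-1 enzyme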
# Target sequence (P78417 whole entry, looked up): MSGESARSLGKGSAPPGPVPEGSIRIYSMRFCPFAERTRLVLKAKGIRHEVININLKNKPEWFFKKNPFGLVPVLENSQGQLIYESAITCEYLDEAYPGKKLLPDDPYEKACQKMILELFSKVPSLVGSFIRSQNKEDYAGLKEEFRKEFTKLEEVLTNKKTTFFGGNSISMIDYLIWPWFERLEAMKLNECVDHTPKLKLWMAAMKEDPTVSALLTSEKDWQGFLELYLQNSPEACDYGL
# Fam108B inh: Fam108B inhibition, counter-screen for RBBP9 inhibitors. inhibition, % at 9.51 µM. 300,000 compounds, 0.33% hits. recombinant Fam108B, FP-Rh probe fluorescence polarization;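 active = inhibition above the screen mean inhibition plus 3 SD, computed separately per campaign, cut at about 18% in these data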;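 also: inhibitors lower polarization as less probe binds the enzyme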
# * marks the source's active call; other numbers are inactive results; nt = no result given.
# Second line of a record: pPAFAH inh	PAD4 FP inh	LYPLA1 counter	PAFAH1B2 inh	PME-1 primary	PAFAH2 inh	PAFAH1B3 inh	GSTO1 counter	Fam108B inh
CCS(=O)(=O)Nc1cc2c3c(c1)CCC(=O)N3CCC2
  5	2	3	3	-2	4	4	3	7
CCOc1ccc(OCCSc2nnnn2-c2ccccc2)cc1
  5	0	4	3	0	-3	-3	-1	2
O=C1C2C3CCC(O3)C2C(=O)N1c1cccc(O)c1 (stereo not drawn)
  1	2	5	-1	4	-1	8	6	6
Cc1cc(=O)oc2cc(NC(=O)c3cc([N+](=O)[O-])ccc3N3CCOCC3)ccc12
  -2	-1	-3	2	3	5	5	4	-3
Cc1ccc(CNC(=O)C2CCCN(S(=O)(=O)c3cccnc3)C2)cc1 (stereo not drawn)
  2	2	-5	7	-2	-4	4	-2	1
Cc1c2ccccc2cc(Cc2ccccc2)[n+]1C
  -1	1	0	6	0	-5	8	6	0
Cc1ccc(N2C(=O)N(CC(=O)Nc3c(C)cc(C)cc3Cl)C(=O)C2C)cc1 (stereo not drawn)
  -3	-1	3	-1	-3	4	2	9	-2
CCN(CC)S(=O)(=O)c1cc(C(=O)NCCN2CCOCC2)ccc1Cl
  5	5	2	3	2	-2	9	10	-1
CC(C)CN(CCNC(=O)c1cn(C)c2ccc(S(=O)(=O)N3CCCC3)cc2c1=O)CC(C)C
  7	0	-2	0	-2	1	7	-4	4
C/C(=N/NC(=O)CNC(=O)C(c1ccccc1)c1ccccc1)c1ccco1
  1	1	0	0	-3	6	4	8	2
O=C(Nc1ccc(Cl)cc1)N1CCN(c2ncccn2)CC1
  2	2	-2	1	-5	1	1	2	2
CC1Cc2ccccc2N1C(=O)c1nn(C)cc1Br (stereo not drawn)
  -4	3	-1	-5	2	3	-1	-1	0
COc1ccc(/C=C/CN2CCN(Cc3cccc(OC)c3)C(CCO)C2)cc1 (stereo not drawn)
  3	1	2	0	-2	-2	6	-2	3
Cc1cccc2sc(NC(=O)C3CSC4(C)CCC(=O)N34)nc12 (stereo not drawn)
  5	-6	3	-1	1	2	10	-2	-6
CCCCNC(=O)CSc1nc(CCC)nc2ccccc12
  -3	-3	0	3	7	3	14	-14	4
Cc1oc2c(C)c3oc(=O)c(CCC(=O)NCCCn4ccnc4)c(C)c3cc2c1C
  0	-1	-3	-2	6	0	12	-1	3
CCOC(=O)Cn1ccc(NC(=O)COc2ccc(F)cc2F)n1
  3	0	-5	7	-2	6	3	1	0
Cc1cc(C)n2cc(CSc3nnnn3-c3ccc(Cl)cc3)nc2n1
  1	-2	1	6	-1	-10	-1	-5	8
C#CCSc1nnc(-c2sc(-c3ccccc3)nc2C)n1C
  3	-5	0	4	-4	-2	6	74*	0
COCCCNC(=O)C[C@H]1C[C@H](C(=O)N2CCOCC2)[C@@]2(CCC3CCCC3)c3[nH]c4ccc(Cl)cc4c3CCN2C1=O
  7	0	nt	2	nt	-1	8	nt	nt
O=C(CCCc1nc2ccccc2s1)NNC(=O)CCN1CCN(Cc2ccccc2)CC1
  12	-2	2	3	-4	1	2	-6	2
CCc1ccc(S(=O)(=O)N2CCN(c3ncccn3)CC2)cc1
  -3	2	-4	5	12	3	11	5	0
N=c1c(C(=O)NC2CCCC2)cc2c(=O)n3ccccc3nc2n1CCCN1CCOCC1
  0	4	-1	-1	5	6	10	10	2
O=S1(=O)C=C(Sc2nnc(-c3ccccc3)o2)c2ccccc21
  -2	2	-4	2	-3	-4	-3	-7	3
CN(Cc1ccccc1)C(=O)Cn1cccc1C(=O)c1ccccc1
  -4	-5	2	-3	2	-5	6	3	0
Cc1cc(C(=O)CSc2nnc(-c3cccc(F)c3)n2N)c(C)n1Cc1ccc2c(c1)OCO2
  6	-7	-1	7	2	-2	4	3	-3
CCC(C)NC(=O)C1CCCN(C(=O)Nc2ccc(F)cc2)C1 (stereo not drawn)
  -3	-3	0	5	-11	-10	5	-1	-1
CN(C)/C(=N\S(=O)(=O)c1ccccc1)c1ccc(Cl)cc1
  3	-1	3	9	-7	1	4	-6	-1
COC(=O)c1sccc1NC(=S)N1CCN(c2ccc(F)cc2)CC1
  5	3	0	-2	-2	5	1	1	-4
Cc1ccc(C(=O)CNc2ccccc2C)cc1
  1	-5	0	3	3	-1	14	-1	-3
Cc1ccc(S(=O)(=O)N[C@H](C(=O)OCC(=O)N2N=C(c3ccc(Cl)cc3)CC2c2ccco2)C(C)C)cc1 (stereo partly drawn)
  40*	-11	-4	-8	-13	1	0	-11	-9
COc1ccc(C(=O)N2CCN=C2SC)cc1OC
  6	-4	5	3	3	-4	4	3	1
CCOC(=O)c1ccc(S(=O)(=O)N2CCN(S(=O)(=O)CC)CC2)cc1
  1	-1	0	0	-2	3	0	-2	-1
C=CCNC(=O)c1ccc(Sc2ccccc2)c([N+](=O)[O-])c1
  12	-1	1	1	2	0	-1	-4	1
O=C(c1ccc(Br)o1)N1CCN=C1SCc1cccc(F)c1
  -6	-6	2	4	-10	4	7	1	-2
Cc1cccc(Nc2nnc(SCC(=O)NC3CCCc4ccccc43)s2)c1 (stereo not drawn)
  3	3	-1	-3	7	7	4	1	0
O=C(c1cccs1)N1CCN(C(=O)C2CCCO2)CC1 (stereo not drawn)
  5	-5	-4	1	-5	-5	1	5	-3
Clc1ccc(-c2csc(N3CCSCC3)n2)cc1
  7	1	5	7	-5	-5	14	3	1
COC(=O)c1ccc(/C=C/C(=O)c2ccc(OC)cc2)cc1
  4	-3	-4	4	-3	-7	0	-11	-1
Cn1c(=O)n(C)c2cc(S(=O)(=O)N3CCOCC3)ccc21
  1	-1	-1	2	-3	0	5	8	-1
O=C(Nc1ccc2ccccc2c1)N1CCCN(CCOc2ccccc2)CC1
  -1	-2	-2	8	-3	0	-7	-3	-4
N#Cc1c(-c2ccc(Cl)cc2)ccn2nc(CCC(=O)O)nc12
  -1	2	1	0	3	3	11	-6	5
O=C(COc1ccccc1)Nc1ccccc1N1CCCCC1
  0	-4	-1	15	-5	5	2	-1	-2
Cc1cc(C)c(C(=O)COC(=O)c2ccc([N+](=O)[O-])o2)cc1C
  2	-16	-2	5	-2	3	3	11	5
CCS(=O)(=O)N1CCC(C(=O)Oc2ccc(Cl)cc2)CC1
  5	-1	-1	10	1	16	8	-3	-3
COc1cccc(OCC(=O)NCC2CCCO2)c1 (stereo not drawn)
  3	-1	nt	7	nt	4	12	nt	nt
Cc1cc(-c2ccccc2)n2ncc(-c3ccccc3)c2n1
  -1	-11	-3	3	4	-5	3	11	2
O=C(Nc1nccs1)c1nc[nH]c1C(=O)N1CCc2ccccc2C1
  2	0	-2	3	-5	5	-2	nt	nt
CCN(CC)Cc1c(C(=O)N/N=C/c2cccc3ccccc23)nnn1-c1nonc1N
  -2	-1	3	-1	-2	7	-1	2	-3
CC(C)(C)c1ccc(OCC(=O)OCCNC(=O)c2cccnc2)cc1
  5	3	-4	13	-4	-4	0	-5	2
COc1ccc(NC(=O)CCc2nnc3ccc(NCc4ccco4)nn23)cc1
  7	-1	-1	-1	0	1	9	-6	0
CC1CCCC(=C\c2ccccc2)/C1=N/O (stereo not drawn)
  4	-5	0	-4	2	9	0	2	-2
C/C(=N\Nc1cccc2cccnc12)c1ccc(C)cc1
  2	-1	7	1	1	2	6	12	2
CC(NC(=O)Nc1ccccc1)c1ccccc1 (stereo not drawn)
  -4	0	-1	6	-9	-1	2	10	-2
COc1cc(CC(=O)Nc2ccc(S(=O)(=O)NC3=NCCCCC3)cc2)cc(OC)c1OC
  -3	1	-3	8	1	3	1	4	-2
COc1cc(C(=S)N2CCCC2)ccc1OS(=O)(=O)c1ccc(NC(C)=O)cc1
  3	3	2	3	-5	6	3	-2	-2
COc1ccc(NC(=O)N2CCN(c3nc4ccccc4n3C(C)C)CC2)cc1
  9	-4	4	7	-2	5	2	3	0
CCC(C)(C)NC(=O)C(c1ccc(OC)cc1)N(Cc1ccccc1)C(=O)CCC(=O)Nc1cc(C)on1 (stereo not drawn)
  5	0	0	2	2	-2	13	-1	-2
COc1ccc(CC(=O)NNC(=O)CCC(=O)Nc2cc(C)ccc2C)cc1
  3	-1	2	4	0	4	6	2	-1
O=C(c1ccc2c(c1)OCO2)C1CCCN(Cc2ccccc2OC(F)F)C1 (stereo not drawn)
  1	-4	4	4	6	-2	15	-2	-4

# Carrying on.
# Second line of a record: pPAFAH inh	PAD4 FP inh	LYPLA1 counter	PAFAH1B2 inh	PME-1 primary	PAFAH2 inh	PAFAH1B3 inh	GSTO1 counter	Fam108B inh
COc1ccc(OC)c(NC(=O)CSc2nc(N3CCOCC3)nc(N3CCOCC3)n2)c1
  8	3	0	3	-7	2	0	2	-9
O=C(NCc1cccs1)C1CC(=O)N(Cc2ccccc2)C1 (stereo not drawn)
  3	1	nt	4	nt	1	9	nt	nt
Cn1nc(C(=O)OCC(=O)Nc2ccc(Cl)cc2Cl)c2ccccc2c1=O
  2	-5	-5	2	0	-2	10	nt	nt
O=C(C1=COCCO1)N1CCN(S(=O)(=O)c2cccc(Br)c2)CC1
  -3	0	0	1	8	-1	10	nt	nt
COc1ccc(NC(=O)CCCN2C(=O)C(c3ccccc3)Oc3cccnc32)c(OC)c1 (stereo not drawn)
  5	4	3	2	7	9	3	0	1
COC(=O)[C@H](C)NC(=O)COc1ccccc1
  1	0	-4	-1	-3	-12	5	0	3
O=Cc1c(N2CCCCCC2)nc2ccccn2c1=O
  3	2	-2	0	2	-4	-2	-1	-1
CC(=O)OCc1c(C(F)(F)F)nn(C)c1SCc1ccc(Cl)cc1
  2	-2	-1	30*	1	2	3	-3	3
Nc1ccccc1C#Cc1ccc2[nH]ccc2c1
  6	1	-3	-1	9	2	-4	9	4
O=S(=O)(Nc1nccs1)c1ccc(Nc2nnc(-c3ccccc3)c3ccccc23)cc1
  14	-5	-4	-2	-7	9	-2	-3	-13
Cc1cc(C)n2c(SCCN3C(=O)c4ccccc4C3=O)nnc2n1
  7	-2	-2	7	6	-6	5	-4	-3
OCCC1CN(C/C=C/c2ccco2)CCN1Cc1ccccc1 (stereo not drawn)
  8	2	1	1	2	6	7	9	-3
C/C(=C/c1ccccc1)C(=O)N1CCN(c2ccc(F)cc2)CC1
  3	-3	3	-1	3	8	5	0	-5
Cc1cccc(NC(=O)CSc2nc(N)c(NC(=O)c3ccccc3F)c(=O)[nH]2)c1
  3	2	2	1	2	-7	3	3	0
O=C(CC(NC(=O)c1ccccc1Cl)c1ccccc1)NC1=NCCS1 (stereo not drawn)
  -4	-1	-4	4	-6	3	2	17	3
Cc1ccc(C(=O)NNC(=O)CSc2nnc(-c3ccccc3)n2Cc2ccccc2)cc1
  -1	0	1	-2	1	3	-6	5	-1
O=C(NCc1nnc(SCC(=O)N2CCCCCC2)o1)c1ccc(F)cc1
  2	0	-3	6	2	-4	6	6	4
O=C(NC12CC3CC(CC(C3)C1)C2)c1ccc(-c2ccc(Br)cc2)o1
  -7	-17	-10	-6	-12	-5	-21	-5	-9
Cc1nnc(C)c2c(C)n(-c3cccc4cccnc34)c(C)c12
  7	0	5	nt	-6	nt	nt	11	1

# Compound activity deposited in PubChem by The Scripps Research Institute Molecular Screening Center.

# A portion of the library (hit frequency here may not be typical).
